S3 lipid droplet: qHTS Assay for Lipid Storage Modulators in Drosophila S3 Cells. Drosophila S3 cells, BODIPY lipid droplet fluorescence, 18-24 h; cells fed with added oleic acid. lipid storage change, negative = inhibition, % at the top dose, mostly 46.1 µM; hits show Potency in µM. 320,000 compounds, 0.64% hits; active means well fitted inhibition curve with a large enough effect in the signal ratio, with a control signal flat, not every such curve was filed as active; inconclusive means small, poorly fitted or top-dose-only effect, or effect the other way, or a change in a side signal; the % refers to the signal ratio
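Drosophila S3 cells got compounds at several concentrations plus oleic acid (400 uM solution). Laser-scanning cytometry with 488 nm excitation read lipid droplets at 500-530 nm and cells at 575-640 nm. Percent activity was relative to 20 uM Triacsin C.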
S3 lipid droplet cell count max: also measured in S3 lipid droplet; calls as there; cell number change, %; measured here: cell count max response;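 cells counted by Cell Tracker Red CMTPX staining in the red channel; peak over a dose series mostly up to 46.1 µM; percent activity relative to internal control wells on each plate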
Numbers without * were called inactive; i = inactive; u = inconclusive; x = not tested or not shown. On the % scale 0 is the no-effect control and ±100 the full control effect; potency means the concentration at half of the fitted maximal effect. Some of the compounds tested; the hit share may differ from the screen's.

Cc1ccc(C)c(C(=O)COC(=O)Cn2c(C)csc2=O)c1
  S3 lipid droplet: 1%; S3 lipid droplet cell count max: 2
CCOc1cc(C)c(C(C)C)cc1S(=O)(=O)N1CCN(C)CC1
  S3 lipid droplet: i; S3 lipid droplet cell count max: 2
CCOC(CNC(=O)C(=O)Nc1cc2c3c(c1)CC(=O)N3CCC2)OCC
  S3 lipid droplet: i; S3 lipid droplet cell count max: x
COc1ccccc1C(=O)Nc1ccc2c(c1)CN(C(=O)CSC)CC2
  S3 lipid droplet: u; S3 lipid droplet cell count max: x
Cc1cc2cc3c(cc2nc1SCC(=O)OC(C)C)OCO3
  S3 lipid droplet: u; S3 lipid droplet cell count max: x
CCc1nnc(NC(=O)CSc2nc3c(c(=O)n2C)SC(C)C3)s1 (stereo not drawn)
  S3 lipid droplet: 1%; S3 lipid droplet cell count max: -10
COc1ccc(CC2S/C(=N/N=C/c3ccc(O)cc3)NC2=O)cc1 (stereo not drawn)
  S3 lipid droplet: -8%; S3 lipid droplet cell count max: 9
O=C(CCC1CCN(Cc2ccccc2O)CC1)NC1CC1
  S3 lipid droplet: u; S3 lipid droplet cell count max: x
O=C(Nc1ccc(S(=O)(=O)NC2=NCCCCC2)cc1)c1ccc([N+](=O)[O-])s1
  S3 lipid droplet: u; S3 lipid droplet cell count max: x
CC(C)CCN(C(=O)C1CSC2(C)CCC(=O)N12)c1c(N)n(Cc2ccccc2)c(=O)[nH]c1=O (stereo not drawn)
  S3 lipid droplet: u; S3 lipid droplet cell count max: x

COc1cccc(CNC2CCCc3ccccc32)c1OC (stereo not drawn)
  S3 lipid droplet: 1%; S3 lipid droplet cell count max: 21
CC(=O)Nc1ccc(S(=O)(=O)N(Cc2ccccc2)C(C)C)cc1
  S3 lipid droplet: -15%; S3 lipid droplet cell count max: -19
CC1CN(CCc2ccccc2)c2nc3c(c(=O)[nH]c(=O)n3C)n2C1 (stereo not drawn)
  S3 lipid droplet: u; S3 lipid droplet cell count max: x
Cc1ccc2c(c1)N(CC(=O)NCCCN1CCCCC1)C(=O)c1cccnc1O2
  S3 lipid droplet: u; S3 lipid droplet cell count max: x
COc1ccc(Cl)cc1NC(=O)CN(C)C(C)C(=O)NC(=O)NC1CCCCC1 (stereo not drawn)
  S3 lipid droplet: u; S3 lipid droplet cell count max: x
Nc1nonc1C(=O)N/N=C/c1ccc(-c2cccc([N+](=O)[O-])c2)o1
  S3 lipid droplet: -198%; S3 lipid droplet cell count max: 12
Cc1oc(-c2cccc(Cl)c2)nc1CN1CCC(C(=O)NCc2ccco2)CC1
  S3 lipid droplet: 13%; S3 lipid droplet cell count max: x
O=C(NC1CCCC1)c1ccc(S(=O)(=O)N2CCOCC2)cc1
  S3 lipid droplet: i; S3 lipid droplet cell count max: 23
CC(C)Oc1cccc(C(=O)C2CCCN(C(=O)c3cc(C(F)(F)F)[nH]n3)C2)c1 (stereo not drawn)
  S3 lipid droplet: u; S3 lipid droplet cell count max: x
CC(Oc1cccc(Cl)c1)C(=O)N(C)CC(=O)Nc1ccc(N2CCOCC2)cc1 (stereo not drawn)
  S3 lipid droplet: i; S3 lipid droplet cell count max: x

Cc1cc(=O)oc2c(C(=O)c3ccccc3)c(OCC(N)=O)ccc12
  S3 lipid droplet: u; S3 lipid droplet cell count max: x
O=C(NC1CCCC1)c1cccc2c1C(=O)c1ccc(N3CCCCC3)cc1S2(=O)=O
  S3 lipid droplet: u; S3 lipid droplet cell count max: x
COc1ccccc1-c1nnc(SCC(=O)NC2CCS(=O)(=O)C2)n1N (stereo not drawn)
  S3 lipid droplet: u; S3 lipid droplet cell count max: x
COc1ccc(N(CC(=O)NC2CCCC2)C(=O)CCC(=O)Nc2cc(C)on2)cc1OC
  S3 lipid droplet: i; S3 lipid droplet cell count max: 12
CCOC(=O)CC(=O)CSc1nc2sc(C)cc2c(=O)n1Cc1ccco1
  S3 lipid droplet: u; S3 lipid droplet cell count max: x
COc1ccc(C(=O)COC(=O)c2ccc3c(c2)OCCO3)c(OC)c1
  S3 lipid droplet: u; S3 lipid droplet cell count max: x
Cc1nn(C)c(C(=O)N2CCN(C(=O)c3ccco3)CC2)c1Br
  S3 lipid droplet: u; S3 lipid droplet cell count max: x
COc1ccc(C2/C=C\CN(C(=O)c3ccccc3)CC(=O)N2Cc2ccc(F)cc2)cc1 (stereo not drawn)
  S3 lipid droplet: u; S3 lipid droplet cell count max: x
CCOC(=O)Cn1nc(-c2ccccc2)c2cnc3ccc(CC)cc3c21
  S3 lipid droplet: u; S3 lipid droplet cell count max: x
CC(C)N1CCN(Cc2cnc(-c3ccccc3)s2)CC1CCO (stereo not drawn)
  S3 lipid droplet: -6%; S3 lipid droplet cell count max: x

OCCC1CN(Cc2ccc3ncccc3c2)CCN1Cc1ccccc1 (stereo not drawn)
  S3 lipid droplet: 8%; S3 lipid droplet cell count max: 21
Cc1nc2ccccc2c2oc(C(=O)N3CCC(N4CCCCC4)CC3)cc12
  S3 lipid droplet: 29%; S3 lipid droplet cell count max: -4
CCN(CC)c1ccc(NC(=O)Cn2c(C(C)NC(=O)c3ccc(C)cc3)nc3ccccc32)cc1 (stereo not drawn)
  S3 lipid droplet: 0%; S3 lipid droplet cell count max: 18
CCCNS(=O)(=O)c1cc(Br)cc2c1N(C(=O)CC)CC2
  S3 lipid droplet: -11%; S3 lipid droplet cell count max: -1
O=S(=O)(c1cccc(-c2nnco2)c1)N1CCCC1
  S3 lipid droplet: u; S3 lipid droplet cell count max: x
Cc1[nH]c2ccccc2c1/C=C/c1cc[n+](C)cc1
  S3 lipid droplet: u; S3 lipid droplet cell count max: x
CCCN1CNc2c(c(=O)[nH]c(=S)n2CCc2ccccc2)C1
  S3 lipid droplet: 0%; S3 lipid droplet cell count max: -8
Cc1cccc(CSc2nc3c(c(=O)[nH]2)CCC3)c1
  S3 lipid droplet: -7%; S3 lipid droplet cell count max: 22
O=C(NCCCn1ccnc1)c1nc(Cn2cc(Br)cn2)no1
  S3 lipid droplet: u; S3 lipid droplet cell count max: x
O=C(CCN1C(=O)C2CCCCC2C1=O)Nc1nc2c(F)cc(F)cc2s1 (stereo not drawn)
  S3 lipid droplet: u; S3 lipid droplet cell count max: x

CCCn1nc2cc(C(=O)NCCc3cccs3)ccc2c1OCC
  S3 lipid droplet: i; S3 lipid droplet cell count max: x
O=C1CCCc2sc3c(c2N1)CCCCC3
  S3 lipid droplet: 2%; S3 lipid droplet cell count max: -7
Cc1ccc(S(=O)(=O)NC2c3cccc4cccc(c34)C2Sc2nncn2C)cc1 (stereo not drawn)
  S3 lipid droplet: 25%; S3 lipid droplet cell count max: -6
O=C1C=C(c2ccccc2)C[C@@H](c2ccc3c(c2)OCO3)C1
  S3 lipid droplet: u; S3 lipid droplet cell count max: x
Cc1ccccc1CCN1CCCC(CN(C)CC(C)(C)C)C1 (stereo not drawn)
  S3 lipid droplet: u; S3 lipid droplet cell count max: x
Cn1c(=O)c2c(ncn2CC(=O)N2CCc3ccccc3C2)n(C)c1=O
  S3 lipid droplet: 16%; S3 lipid droplet cell count max: 4
COC(=O)c1ccc(NC(=S)NC2CCCCC2)cc1
  S3 lipid droplet: u; S3 lipid droplet cell count max: x
COC(=O)CSc1nnc(-c2ccccn2)n1N
  S3 lipid droplet: -10%; S3 lipid droplet cell count max: 14
COc1cc2c(cc1OC)C(c1ccccc1OC(C)C)CC(=O)N2 (stereo not drawn)
  S3 lipid droplet: 11%; S3 lipid droplet cell count max: 1
COc1cc(S(=O)(=O)N2CCOCC2)ccc1NC(=O)CN1c2cccc3cccc(c23)S1(=O)=O
  S3 lipid droplet: u; S3 lipid droplet cell count max: x

Cn1c(Nc2ccc(Cl)cc2)cc(=O)n(C)c1=O
  S3 lipid droplet: i; S3 lipid droplet cell count max: 5
O=C(Nc1ccccc1)/C(=C\c1cccs1)NC(=O)c1ccccc1
  S3 lipid droplet: 11%; S3 lipid droplet cell count max: -1
CC(=O)c1c(COC(=O)c2ccccc2Cl)nc2ccccc2[n+]1[O-]
  S3 lipid droplet: 16%; S3 lipid droplet cell count max: 5
COc1ccc(-n2c(SCC(=O)N3CCOCC3)nc(O)c(Cc3ccccc3)c2=O)cc1
  S3 lipid droplet: u; S3 lipid droplet cell count max: x
Nc1nonc1C(=O)NCCNCc1ccccc1OCc1ccc(F)cc1
  S3 lipid droplet: 5%; S3 lipid droplet cell count max: -25
Cn1c(=O)c(Cc2ccccc2)c(O)c2ccccc21
  S3 lipid droplet: u; S3 lipid droplet cell count max: x
N#Cc1sc2nc(-c3ccccc3)cc(C(F)(F)F)c2c1N
  S3 lipid droplet: -2%; S3 lipid droplet cell count max: -13
COc1ccc(NC(=O)C2C3CCC(O3)C2C(=O)O)cc1OC (stereo not drawn)
  S3 lipid droplet: u; S3 lipid droplet cell count max: x
O=C(O)CN1C(=O)/C(=C\c2cn(-c3ccccc3)nc2-c2ccccc2)SC1=S
  S3 lipid droplet: i; S3 lipid droplet cell count max: -3
CCOC(=O)N1CCN(/C=C(\C#N)c2nc3ccccc3s2)CC1
  S3 lipid droplet: -19%; S3 lipid droplet cell count max: -13

Gathered by group, those above with fluorine (five)
CC(C)Oc1cccc(C(=O)C2CCCN(C(=O)c3cc(C(F)(F)F)[nH]n3)C2)c1 (stereo not drawn)
  S3 lipid droplet: u; S3 lipid droplet cell count max: x
COc1ccc(C2/C=C\CN(C(=O)c3ccccc3)CC(=O)N2Cc2ccc(F)cc2)cc1 (stereo not drawn)
  S3 lipid droplet: u; S3 lipid droplet cell count max: x
O=C(CCN1C(=O)C2CCCCC2C1=O)Nc1nc2c(F)cc(F)cc2s1 (stereo not drawn)
  S3 lipid droplet: u; S3 lipid droplet cell count max: x
Nc1nonc1C(=O)NCCNCc1ccccc1OCc1ccc(F)cc1
  S3 lipid droplet: 5%; S3 lipid droplet cell count max: -25
N#Cc1sc2nc(-c3ccccc3)cc(C(F)(F)F)c2c1N
  S3 lipid droplet: -2%; S3 lipid droplet cell count max: -13

(listing goes on)
COc1cc(CNCc2ccccn2)ccc1OCc1ccccc1Cl
  S3 lipid droplet: u; S3 lipid droplet cell count max: x
O=C(COC(=O)/C=C/c1cccc(Br)c1)NCCC1=CCCCC1
  S3 lipid droplet: u; S3 lipid droplet cell count max: x
CC1CC(C)CN(c2ccc(-n3cnnn3)cc2[N+](=O)[O-])C1 (stereo not drawn)
  S3 lipid droplet: u; S3 lipid droplet cell count max: x
CCOC(=O)c1c(S(=O)(=O)NCc2ccc(C)o2)c(C)n(C)c1C
  S3 lipid droplet: u; S3 lipid droplet cell count max: x
CCc1ccc(CNC(=O)CCC(=O)N2Cc3cccc(OC)c3Oc3ncccc32)cc1
  S3 lipid droplet: u; S3 lipid droplet cell count max: x
CCN1CCOC(CC(=O)Nc2ccc([N+](=O)[O-])cc2)C1=O (stereo not drawn)
  S3 lipid droplet: -15%; S3 lipid droplet cell count max: 16
CCOc1cc(/C=C2\SC(=S)N(N3CCOCC3)C2=O)ccc1O
  S3 lipid droplet: -7%; S3 lipid droplet cell count max: -15
Cc1occc1-c1nnc(SCC(=O)NC2CCCC2)n1-c1ccccc1
  S3 lipid droplet: u; S3 lipid droplet cell count max: x
CC(C)(C)C1CCC2(CC1)C(C#N)=C(SCC(=O)NC1CCCCC1)NC(=O)C2C#N (stereo not drawn)
  S3 lipid droplet: 10%; S3 lipid droplet cell count max: -19
CCCCNC(=O)c1ccccc1SCC(=O)NC1CCCCCCC1
  S3 lipid droplet: u; S3 lipid droplet cell count max: x
Cc1ccc2c(c1)N(C(=O)CCC(=O)NCCCN1CC(C)CC(C)C1)CCO2 (stereo not drawn)
  S3 lipid droplet: 22%; S3 lipid droplet cell count max: -5
Cc1ccc2c(CSc3nc4ccccc4c(=O)n3CCCO)cc(=O)oc2c1C
  S3 lipid droplet: 5%; S3 lipid droplet cell count max: -16

Whole records from above:
`CCOC(=O)CC(=O)CSc1nc2sc(C)cc2c(=O)n1Cc1ccco1` reads S3 lipid droplet = u; S3 lipid droplet cell count max = x
`CC(Oc1cccc(Cl)c1)C(=O)N(C)CC(=O)Nc1ccc(N2CCOCC2)cc1` (stereo not drawn) reads S3 lipid droplet = i; S3 lipid droplet cell count max = x

4 entries drawn at random from those above, as already listed:
O=C(NCCCn1ccnc1)c1nc(Cn2cc(Br)cn2)no1
  S3 lipid droplet: u; S3 lipid droplet cell count max: x
CC(C)Oc1cccc(C(=O)C2CCCN(C(=O)c3cc(C(F)(F)F)[nH]n3)C2)c1 (stereo not drawn)
  S3 lipid droplet: u; S3 lipid droplet cell count max: x
Cc1occc1-c1nnc(SCC(=O)NC2CCCC2)n1-c1ccccc1
  S3 lipid droplet: u; S3 lipid droplet cell count max: x
CCOC(=O)Cn1nc(-c2ccccc2)c2cnc3ccc(CC)cc3c21
  S3 lipid droplet: u; S3 lipid droplet cell count max: x

Individual results from the list.
CC(C)(C)C1CCC2(CC1)C(C#N)=C(SCC(=O)NC1CCCCC1)NC(=O)C2C#N (stereo not drawn) @ S3 lipid droplet cell count max: -19
CCN1CCOC(CC(=O)Nc2ccc([N+](=O)[O-])cc2)C1=O (stereo not drawn) @ S3 lipid droplet cell count max: 16

Bioassay records from PubChem BioAssay.
